MT stabilize HCS = microtubule stabilizers in HeLa cells; % tubulin-high responders, % at 10 µM; AID 2205; HeLa tubulin immunostaining HCS, 24 h; share of cells brighter than vehicle mean+2SD; 0.83% of 200,000 active;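 active = plate Z-score above 3 for both tubulin-high and condensed-nucleus cell shares, with cell loss under 80%, at 10 µM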;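 also: anti alpha tubulin signal scored within the nucleus-defined area of each cell; some results filed as inactive read as strong as hits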
Ins promoter up = MIN6 insulin promoter up-regulation; 0.3% of 190,000 active; MIN6 insulin promoter-GFP reporter, high-content imaging; active compounds read high; z-score at 5 µM; AID 1625;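 active = z-score above 3 at 5 µM with at least 500 cells counted in the well; inconclusive = wells under 500 cells, flagged as cytotoxic or low count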
b-catenin transl = alters nuclear translocation of beta-catenin in HeLa cells. immunofluorescence imaging. nuclear translocation activity, % at 5 µM. 0.3% of 190,000 active. AID 1665;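 active = nuclear translocation activity above 50% at 5 µM, with a well cell count of 50 or more; inconclusive = wells under 50 cells across six images, flagged as toxic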;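 also: per-cell ratio of nuclear to cytoplasmic median beta-catenin stain intensity; plate controls were DMSO negative control for no effect and GSK-3 inhibitor IX positive control for full effect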
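Read-out: Nuclear/cytoplasmic beta-catenin signal ratio, % activation | Assay system: Human HeLa cell line | Times: 24 h compound exposure at 37°C, 5% CO2 | Signal: Fluorescence imaging of beta-catenin antibody stain plus DAPI | Dosing: 5 µM primary, 0.02–20 µM confirmation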
Hep lipid drop = hepatic lipid droplet formation modulation; AML12 mouse hepatocytes, oleate lipid droplets, BODIPY imaging; inhibition, % at 6.5 µM; 0.4% of 240,000 active;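 active = lipid droplet intensity inhibited by at least 50%, with more than 500 cells counted; inconclusive = wells with under 300 cells, treated as cytotoxic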
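Test system: AML12 hepatocytes (mouse); reagent: oleate loading, 100 µM; dosing: one dose, 6.5 µM compound; incubation: overnight exposure; signal: fluorescence imaging, 20x objective, two fields per well; read-out basis: % inhibition of corrected integrated BODIPY droplet signal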
human PMI inhibition = MPI enzyme activity inhibition – biochemical, fluorescence intensity, coupled assay, primary screen (AID 1209). one-dose inhibition, % at 20 µM; IC50 in µM for titrated hits. 0.42% of 190,000 active. purified PMI enzyme, coupled fluorescence intensity; higher % means a stronger effect; in the data active = inhibition above about 50%;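 also: plate controls were DMSO vehicle for no effect and wells lacking substrate for full effect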
Dynein transport = dynein cargo transport inhibition; 3617.4 mouse cells, GR-EGFP nuclear translocation imaging; test concentration mostly 20 µM; stimulated with dexamethasone, 1 µM; active compounds read low; z-score, hits read low; 0.47% of 220,000 active; AID 1381;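 active = plate z-score of nuclear minus cytoplasmic receptor signal below a set negative limit, without overly bright fluorescence or cell loss, cut at about -3.5 in these data, passing the limit was not always enough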;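 also: z-score of nuclear minus cytoplasmic ring GR-EGFP intensity difference per well; some compounds called inactive have numbers as strong as hits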
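Schedule: 48 h induction, then 1 h compound, then 30 min agonist, 37 °C. Buffer or medium: tetracycline-free induction medium containing charcoal-stripped FBS. Reagent: 1.0 µM final dexamethasone stimulus. Evaluation: nuclear versus cytoplasmic GR-EGFP signal, averaged per well. Signal: high-content fluorescence imaging after fixation.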
Myeloid diff MLP = myeloid differentiation induction | ER-HoxA9 myeloid progenitors, lysozyme-GFP differentiation, flow cytometry | calls only at 10 µM | 1% of 360,000 active | AID 624256;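 active = normalized GFP-positive differentiation at or above the plate's own cutoff, the solvent-only control mean plus 3 SD; inconclusive = no clear call, values can overlap the other calls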;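 also: cells exposed to compound for four days before flow analysis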
T cell HTS = T cell immune modulators affecting CD8 T cell-vesicle binding | AID 2052 | 0.068% of 330,000 active | 2C CD8+ T cell-vesicle binding, flow cytometry; active compounds read low | calls only at 7 µM;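 active = response, share of CD8 T cells binding vesicles, and their 90th percentile fluorescence all below set limits, cut at about 80% in these data, passing the limit was not always enough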
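material = purified 2C TCR transgenic mouse naive CD8+ T cells | controls = Unloaded micro-vesicles (low), QL9 vesicles with 0.7% DMSO (high) | detection = cytometric PE anti-B7-1 and Alexa647 anti-CD8 signals after 1% paraformaldehyde fixation | incubation = binding step 1.5 h, 37 °C, antibody labelling 20 min, ice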
TNAP activators = stimulation of alkaline phosphatase TNAP activity – biochemical, luminescent, no phosphate acceptor, uHTS, primary screen (AID 1001). purified TNAP, luminescent activation assay, no phosphate acceptor; higher activation fold means a stronger effect. activation fold at 20 µM, or EC50 in µM where a hit was titrated. 0.03% of 200,000 active; in the data active = activation fold from about 3, or a potency from the dose series; inactive = the rest, 99 in 100 with activation fold below about 1.6; also: many of its hits are not listed in these tables
Dynein transport cytoplasmic EGFP = recorded beside Dynein transport, whose call it bears; z-score; measured here: cytoplasmic GR-EGFP intensity; active compounds read high
Dynein transport nuclear GR-EGFP = further read-out of Dynein transport, marked with its call; z-score; measured here: nuclear GR-EGFP intensity;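 lower value marks the stronger effect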
Dynein transport cell count = also measured in Dynein transport; calls as there; z-score; measured here: cell count per field
Ins promoter up cell count = second read-out of Ins promoter up, no call of its own (marks repeat the call); cell count; measured here: cytotoxicity, nuclei count;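 total cells summed across four imaged fields per well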
Hep lipid drop cells 6.5 µM = also measured in Hep lipid drop; calls as there; cell count; measured here: cell count, cytotoxicity flag;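 cells counted across two imaged fields per well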
b-catenin transl cell count 5 µM = recorded beside b-catenin transl, whose call it bears; cell count; measured here: cell count, cytotoxicity flag
T cell HTS vesicle-bound % = also measured in T cell HTS; calls as there; double positive events, %; measured here: CD8+ vesicle-bound cell fraction;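 binding gate set so that unloaded-vesicle control wells show 10% double positive cells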
MT stabilize HCS Hoechst-high % = also measured in MT stabilize HCS; calls as there; % Hoechst-high responders; measured here: nuclear condensation Hoechst responders;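 share of cells brighter than vehicle mean plus two SD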
MT stabilize HCS cytotoxicity % = also measured in MT stabilize HCS; calls as there; toxicity, %; measured here: cytotoxicity by cell density;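 0% = mean cell density of plate MIN control wells and 100% = no cells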
Myeloid diff MLP GFP+ MAC1+ % = further read-out of Myeloid diff MLP, marked with its call; GFP+ MAC1+ double positive, %; measured here: differentiation confirmed by MAC1 staining
Starred values were filed as active, the others as inactive; i = inactive; ? = inconclusive; / = no result given; + = active, no number.

SMILES	MT stabilize HCS	MT stabilize HCS Hoechst-high %	MT stabilize HCS cytotoxicity %	Ins promoter up	Ins promoter up cell count	b-catenin transl	b-catenin transl cell count 5 µM	Hep lipid drop	Hep lipid drop cells 6.5 µM	human PMI inhibition	Dynein transport	Dynein transport cytoplasmic EGFP	Dynein transport nuclear GR-EGFP	Dynein transport cell count	Myeloid diff MLP	Myeloid diff MLP GFP+ MAC1+ %	T cell HTS	T cell HTS vesicle-bound %	TNAP activators
CSc1nc2ccccc2cc1/C=C(\C#N)c1ccc(Cl)c(Cl)c1	8.1	2.5	3.5	-0.14	1608	-0.5	1333	/	/	2.1%	-6.72	17.9	-0.641	0.107	i	0.5	i	2.1	1
CCOC(=O)C1CCN(Cc2cn[nH]c2-c2ccc(C)cc2)CC1	7.0	3.2	8.1	1.09	1046	-6.2	1108	3.9	682	-1.6%	0.733	0.285	0.496	-1.19	i	0.5	i	44.2	0.9
O=c1[nH]cc(N(CCO)CCO)c(=O)[nH]1	/	/	/	0.11	1000	-0.4	1398	-15.5	654	/	-0.843	-0.289	-0.0718	1.94	i	0.6	i	9.2	/
CC(Cl)C(=O)Nc1ncc(C(F)(F)F)cc1Cl (stereo not drawn)	2.2	2.0	6.4	-0.53	732	4.1	999	-3.0	774	-15.4%	-1.33	-0.245	-0.427	0.608	i	4.7	i	51.3	1.1
COc1cc(NC(=O)C/C(C)=N/NC(=O)C(=O)NC2CCCCC2)c(OC)cc1Cl	1.8	1.5	5.7	0.49	1324	-2.6	1161	-0.1	699	-8.6%	1.41	-0.0655	0.625	-0.357	i	0.9	i	10.4	1.1
CCC(C(=O)O)N1C(=O)C2CCCCC2C1=O (stereo not drawn)	/	/	/	-0.75	964	0.4	1276	5.2	718	/	0.888	-0.174	1.16	-2.12	i	0.4	i	13.7	/
O=C(Nc1nc2ccc(F)cc2s1)C1=NN(c2ccccc2)C(=O)CC1	3.1	2.8	7.4	1.12	1117	-0.2	884	2.0	649	20.7%	0.355	-0.254	0.316	0.818	i	0.7	i	62.2	1
O=C(Nc1ccc(N2CCCC2)cc1)c1cccc(-c2cc3ccccc3oc2=O)c1	2.7	1.8	6.7	-0.71	1442	-1.5	1072	0.5	601	31.0%	-0.479	-0.197	-0.34	-0.245	i	0.3	i	41.9	0.9
Cc1cc(NCCCn2ccnc2)n2nc(-c3ccc(Cl)cc3)cc2n1	2.8	1.9	10.6	-1.06	1223	0.3	1409	-9.2	622	-6.3%	0.913	-0.368	0.367	0.446	i	0.5	/	/	1.2
COc1ccccc1NC(=S)N(CCCN(C)C)Cc1cc2cc3c(cc2[nH]c1=O)OCO3	3.2	1.4	9.4	0.41	1516	-2.0	1049	-7.3	730	8.3%	-0.905	-0.391	-0.429	1.18	i	0.4	i	8.6	1.1
Cc1nc([N+](=O)[O-])c(SCC(O)CCl)n1Cc1ccc(Cl)cc1 (stereo not drawn)	1.9	1.7	9.6	-0.89	1488	0.9	1546	-7.4	726	2.0%	-1.27	-0.284	-0.634	1.09	i	0.2	i	29.2	1.1
Cc1cc2ccccn2c1C(C[N+](=O)[O-])c1ccc(N(C)C)cc1 (stereo not drawn)	3.1	1.8	7.7	-0.16	1409	/	/	-2.5	672	-3.3%	-1.01	-0.18	-0.801	1.17	i	0.0	i	55.5	1
CC(=O)NC/C(C)=N\Nc1ccc([N+](=O)[O-])cc1	0.6	1.2	4.3	0.5	1204	0.2	1050	-0.5	756	-28.9%	-0.648	0.268	-0.472	0.852	+	2.3*	i	58.9	1
CCCc1cc(=O)oc2c(C)c(O)c(CN3CCCCC3)cc12	6.5	2.7	7.2	/	/	-6.2	1045	/	/	14.7%	-0.429	-0.194	0.031	-0.0579	i	1.8	i	23.1	1.1
CC1CCc2c(sc3ncnc(SCC(=O)c4ccccc4)c23)C1 (stereo not drawn)	2.6	1.9	0.9	-0.09	1014	-0.2	1161	-20.6	729	1.9%	1.28	-0.211	0.642	-0.681	i	0.1	i	8.5	1
C=CCNc1nc(-c2ccccc2)c(C(=O)OCC)cc1C#N	33.2*	31.3*	37.8*	-0.75	1460	0.7	1339	/	/	15.7%	-0.0607	-0.0863	0.196	-0.523	i	2.1	i	59.0	1.1
Cc1nc2cc3c(cc2c(C)c1C(=O)OC(C)C)OCO3	2.6	2.9	5.9	0.79	1219	-1.0	897	-1.2	628	-5.2%	-1.05	-0.321	-0.665	1.14	i	0.2	i	30.3	1.1
Clc1ccc(-c2nc3cnccn3c2Nc2ccc3c(c2)OCO3)cc1	3.1	1.7	10.0	-0.79	1824	1.5	1090	-2.9	654	35.2%	1.04	-0.226	0.533	0.183	i	7.2	i	26.7	1.1
COc1ccc(-c2[nH]c(-c3cccc(OC)c3)nc2SCC(=O)NC2CCCC2)cc1	3.4	3.1	8.3	0.32	1053	-1.8	517	/	/	20.7%	2.33	0.0108	2.44	-1.8	i	5.4	i	21.0	1.2
COC(=O)c1cccc(Cn2c(Cl)c(/C=N/Nc3ccccc3C)sc2=O)c1	2.3	4.0	13.0	0.65	1325	/	/	1.9	715	-51.5%	0.424	0.129	0.418	-1.59	i	2.4	i	39.6	1.1
CCC(=O)Oc1ccc(C(CC)C(CC)c2ccc(OC(=O)CC)cc2)cc1 (stereo not drawn)	2.6	2.7	5.4	/	/	/	/	30.1	732	1.1%	-0.211	-0.0116	0.409	0.685	i	1.4	i	20.0	1.1
Cc1ccc(SC[C@H](c2ccccc2)N2CCN(C)CCC2=O)cc1	/	/	/	-0.45	1051	1.3	1348	2.9	714	/	0.29	-0.644	0.276	0.0173	i	2.2	/	/	/
CCOC(=O)c1cccc(S(=O)(=O)N2CCCC2)c1	2.9	2.4	1.7	-0.01	1207	-1.9	505	-0.5	725	-0.5%	-0.0359	-0.248	-0.326	0.495	i	0.8	i	28.8	1.1
Cc1cccc(NC(=O)CSc2nnc(-c3ccccc3)n2N)c1	3.2	1.6	9.2	-0.71	1142	1.4	703	/	/	-18.3%	-0.414	-0.407	-0.185	-0.0695	i	0.4	i	64.2	1
COC(=O)c1ccc(Cn2nc([N+](=O)[O-])c(Br)c2C)cc1	/	/	/	-0.56	1137	0.9	1323	-31.9	506	/	0.387	-0.259	0.139	-0.454	i	0.3	i	42.5	/
COC(=O)CCN(C(C)=O)c1ccc(N)cc1	2.3	3.0	4.5	0.26	1221	-7.5	1247	6.5	786	5.1%	-0.0423	-0.224	0.291	0.00399	i	1.1	i	9.0	1.1
COCCOC(=O)C1=C(C)NC(=O)NC1c1ccc(-c2ccc(F)cc2)o1 (stereo not drawn)	1.4	2.0	4.4	0.96	1293	-5.0	1046	-23.2	742	-6.5%	-0.405	-0.0904	-0.242	-0.84	i	0.9	i	32.2	1
N#Cc1c2c(c(-c3ccccc3Cl)[nH]c1=S)CCCC2	1.3	1.2	2.3	-1.52	1535	-6.2	1110	14.3	647	-64.0%	0.43	-0.223	0.428	-0.297	i	0.7	/	/	1
FC(F)Oc1ccc(-n2cc(-c3ccccc3)[n+]3c2CCCCC3)cc1	/	/	/	?	/	0.0	1400	-1.7	728	/	1.04	-0.183	0.517	-0.392	i	0.4	i	45.5	/
CN(C)C1(CNC(=S)Nc2ccccc2C(F)(F)F)CCCCC1	2.3	1.9	7.4	-0.34	1161	-0.5	1089	-9.3	671	-10.8%	-0.706	0.339	-0.138	0.384	i	0.4	i	32.5	0.8
CN(C)c1ccc(/C=N/NC(=O)c2ccccc2)cc1	14.0*	13.0*	18.2*	-0.21	1278	2.5	1430	-18.5	595	3.0%	0.195	-0.195	0.312	-0.394	i	0.8	i	61.9	1
O=C(c1ccco1)N1CCN(c2ccc([N+](=O)[O-])c(N3CCOCC3)c2)CC1	4.4	1.8	13.8	-1.04	1652	0.2	1575	-7.1	662	4.5%	-0.647	-0.266	-0.195	0.914	i	0.2	i	61.9	0.9
O=C(NC1CCCc2ccccc21)C1CCCN(S(=O)(=O)c2cnc[nH]2)C1 (stereo not drawn)	1.6	3.8	7.4	0.36	853	/	/	/	/	7.4%	3.06	-0.0311	2.12	-1.12	i	1.3	i	39.0	1
CSc1ccc(/C=c2\s/c(=C\C(=O)C(C)(C)C)n(CC(=O)NCCC3=CCCCC3)c2=O)cc1	5.3	1.9	0.5	-0.59	1532	-1.3	1140	5.9	652	15.1%	1.04	0.518	1.1	-0.361	i	0.5	i	54.3	1.1
CCOC(=O)c1ccccc1NS(=O)(=O)c1ccc(OCC)cc1	34.0	12.9	70.6	-0.19	816	/	/	11.8	770	-0.4%	-0.55	-0.194	-0.337	0.751	+	24.7*	i	36.6	1

High-throughput results as filed in PubChem.
